From PubChem
SSB-PriA inh: K. pneumoniae PriA-SSBct interaction inhibition; AlphaScreen SSBct-PriA binding, biotinylated peptide; inhibition, % at 33 µM; 430,000 compounds, 0.6% hits; AID 1272365; in the data active means inhibition mostly above about 37%, no sharp cut-off; inactive means mostly below about 20%;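 further: plate controls were negative control peptide for no effect and reference peptide for full effect; strong numbers were not always called active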
The depositor's hits bear a star; & = joins results of further samples.

no.	Molecule	SSB-PriA inh
1	O=C(C1Nc2cc(C(F)(F)F)ccc2S(=O)(=O)N1)N1CCN(c2ccc([N+](=O)[O-])cc2)CC1 (stereo not given)	2.0
2	O=C(Cc1cccs1)Nc1nnc(SCC(=O)Nc2cc(C(F)(F)F)ccc2Cl)s1	-8.0
3	CSc1cccc(NC(=O)Cn2c(C)cc(C)c(S(=O)(=O)c3ccccc3)c2=O)c1	-3.0
4	O=C(NCCN1CCN(c2ccccn2)CC1)c1cccs1	-3.0
5	O=C(NCc1cccc2ccccc12)NCC1CCN(Cc2cccs2)CC1	-16.0
6	N#Cc1cccnc1OC1CCN(S(=O)(=O)C2CCCCC2)CC1	-30.0
7	COc1cccc(C(=O)NCC2CCN(S(C)(=O)=O)CC2)c1OC	-3.0
8	COCCn1c(=NC(=O)/C=C/c2ccccc2Cl)sc2cc(F)ccc21	1.0
9	CCCN1CCCc2cc(CCNC(=O)C(=O)NCc3ccc4c(c3)OCO4)ccc21	41.0
10	N#CC(=C(O)CN1CCOCC1)c1nc2ccccc2s1	-7.9
11	COc1cc(C(=O)NN=C(C)c2ccc3c(c2)OCO3)cc(OC)c1OC	-21.7
12	O=C(Cc1cc(-c2ccc3c(c2)OCO3)on1)Nc1ccc(OC(F)(F)F)cc1	1.0
13	Cc1cc(OC2CN(C(=O)CSC3CCCC3)C2)cc(=O)o1	-1.0
14	O=C(NCc1ccccn1)C(=O)NCC1OCCN1S(=O)(=O)c1cccs1 (stereo not given)	-1.0
15	CC1CSc2nc3nc4ccccc4c-3nn21 (stereo not given)	10.0
16	O=C1CCC(=O)N1CC(O)Cn1c2ccc(Cl)cc2c2cc(Cl)ccc21 (stereo not given)	1.0
17	COC(=O)CSc1nc2c(cnn2CCO)c(=O)[nH]1	21.0
18	N#CCCn1cc(C#N)c(-c2ccc(Br)cc2)n1	-7.0
19	COc1ccc(Nc2cc(C)nc(N3CCN(C(=O)c4cc(Cl)ccc4OC)CC3)n2)cc1	-8.0
20	Cc1cccc(CN(c2ccc3c(c2)OCCO3)S(=O)(=O)c2ccc3nncn3c2)c1	2.0
21	Cc1n[nH]c(C)c1CCC(=O)O	3.0
22	COc1cc(NC(=O)CCCc2nnc3n(C)c(=O)c4sccc4n23)cc(OC)c1OC	-6.0
23	COc1ccc(C)cc1NC(=O)C(=O)NCCSc1ncc(-c2ccccc2)[nH]1	1.0
24	Cn1cccc(C(=O)N2CCC(c3ccc4c(c3)OCO4)C2)c1=O (stereo not given)	-11.0
25	COc1ccc2c(c1)O/C(=C\c1ccc(OC(=O)N(C)C)cc1)C2=O	-31.0
26	C[C@H]1Cc2cc(-c3cc(CC(=O)Nc4nccs4)no3)ccc2O1	1.0
27	CCc1ccc(C=NNC(=O)C(=O)NCCCN2CCOCC2)cc1	-3.5
28	CC1Cc2ccccc2N1C(=O)c1csc(NC(=O)Nc2ccccc2)n1 (stereo not given)	9.0
29	COc1ccc(S(=O)(=O)CC(=O)Nc2nc(-c3c(C)cc(C)cc3C)cs2)cc1	2.0
30	CCOC(=O)c1sc(NC(=O)Cc2ccc(OC)c(C)c2)nc1-c1ccccc1	-8.0&-5.0

Gathered by group: those above containing a halogen.
no.	Molecule	SSB-PriA inh
1	O=C(C1Nc2cc(C(F)(F)F)ccc2S(=O)(=O)N1)N1CCN(c2ccc([N+](=O)[O-])cc2)CC1 (stereo not given)	2.0
2	O=C(Cc1cccs1)Nc1nnc(SCC(=O)Nc2cc(C(F)(F)F)ccc2Cl)s1	-8.0
8	COCCn1c(=NC(=O)/C=C/c2ccccc2Cl)sc2cc(F)ccc21	1.0
12	O=C(Cc1cc(-c2ccc3c(c2)OCO3)on1)Nc1ccc(OC(F)(F)F)cc1	1.0
16	O=C1CCC(=O)N1CC(O)Cn1c2ccc(Cl)cc2c2cc(Cl)ccc21 (stereo not given)	1.0
18	N#CCCn1cc(C#N)c(-c2ccc(Br)cc2)n1	-7.0
19	COc1ccc(Nc2cc(C)nc(N3CCN(C(=O)c4cc(Cl)ccc4OC)CC3)n2)cc1	-8.0

Quoted at random: three records from the list
no.	Molecule	SSB-PriA inh
27	CCc1ccc(C=NNC(=O)C(=O)NCCCN2CCOCC2)cc1	-3.5
17	COC(=O)CSc1nc2c(cnn2CCO)c(=O)[nH]1	21.0
21	Cc1n[nH]c(C)c1CCC(=O)O	3.0

Further results follow.
no.	Molecule	SSB-PriA inh
31	O=C(CSc1nnc(-c2ccncc2)n1-c1ccccc1)c1ccc(NS(=O)(=O)c2ccccc2)cc1	-12.0
32	O=C(Nc1ccc(F)c(C(F)(F)F)c1)C1CN(S(=O)(=O)C2CC2)C1	-10.0
33	Cc1cc2c(=O)n(C)c(SCc3nc4ccccc4[nH]3)nc2s1	-9.0
34	Cc1cc(S(=O)(=O)Oc2cccc3cccnc23)ccc1F	-34.0
35	CCOc1cc(C=NNc2nc(C)cc(=O)[nH]2)ccc1O	-1.8
36	Cc1ccsc1C=NN=Cc1sccc1C	-2.0
37	Cn1cc(C(=O)O)nn1	-10.0
38	COc1cccc2sc(N(C)CC(=O)Nc3cccc(Cl)c3C)nc12	0.0
39	Cc1cc(C)nc(SCc2ccc(C(=O)NN=Cc3ccncc3)cc2)n1	-6.7
40	COC(=O)N(Cc1ccoc1)Cc1cccs1	-2.0
41	CCc1nnsc1C(=O)Nc1nccs1	2.0
42	CN1CCN(C(=O)N2CCC(Oc3cncc(N(C)C)n3)C2)CC1 (stereo not given)	1.0
43	Cc1ccc(NC(=O)CSc2nnc3ccc(-c4ccncc4)nn23)c(C)c1	3.0
44	COc1ccccc1-c1ccc(N2CCN(C(=O)CC3CCCCC3)CC2)nn1	3.0
45	CN(Cc1c(C(=O)NN=Cc2ccccc2)nnn1-c1nonc1N)c1ccccc1	10.8
46	COc1cccc(C=NNC(=O)C(=O)N2CCCCCC2)c1OC	-5.3
47	CNC(=O)CCc1csc2nc(-c3ccccc3)cn12	1.0
48	O=C(CCc1csc(NC(=O)Nc2ccccc2)n1)Nc1ccc2c(c1)OCO2	-9.0
49	O=C(Oc1ccccc1)N1CCC(CNC(=O)C2(c3cccs3)CCCC2)CC1	-33.0
50	CCOC(=O)c1ccc(NC(=O)N2C[C@@H]3C[C@H](C2)c2cccc(=O)n2C3)cc1	-8.6
51	Cc1cc(N2CCCCC2)nc(CNC(=O)Nc2cccc(C(F)(F)F)c2)n1	-18.0
52	O=C(CCc1csc(NC(=O)Nc2cccc(Cl)c2)n1)Nc1nccs1	-20.0
53	O=C1C2CC=CCC2C(=O)N1C1CN(S(=O)(=O)c2cccnc2)C1 (stereo not given)	-4.0
54	COc1ccc(Nc2nc3nnc(C)c(=O)n3[nH]2)cc1	-12.0
55	CCc1cc(C(=O)OC)c(NC(=O)CC2SC(=N)NC2=O)s1 (stereo not given)	-19.6
56	CCc1c(C#N)c(SCC(=O)Nc2nc(-c3ccccc3)ns2)nc2c1C(=O)CC(C)(C)C2	7.0
57	Cc1cccc(NC2=CC(=NS(=O)(=O)c3cccs3)c3ccccc3C2=O)c1	9.0
58	CC(C)c1ccc(NC(=O)C(=O)NCC2CCN(Cc3ccccc3)CC2)cc1	-14.0&11.0
59	CC1CN(CC(O)COc2ccc(Br)cc2Br)CC(C)O1 (stereo not given)	2.0
60	COc1cc(C=NNC(N)=O)ccc1OC(=O)c1cccs1	-14.8
61	CCc1c(C)nc(-n2nc(C)cc2C)n(CC(=O)NC(C)C)c1=O	0.0
62	COc1ccccc1CNC(=O)CCc1csc(NC(=O)c2ccc(F)cc2)n1	0.0
63	COCCN1C(=O)C(=O)C(=C(O)c2ccc(S(=O)(=O)N3CCOCC3)cc2)C1c1cccc(Cl)c1 (stereo not given)	-3.8
64	O=c1n(CCOc2ccccc2)nc2ccc(S(=O)(=O)N3CCSCC3)cn12	-6.0
65	O=C(NCc1ccc2c(c1)OCO2)Nc1cnn(C[C@H]2COc3ccccc3O2)c1	4.0
66	CN(C)S(=O)(=O)c1ccc(C(=O)Nc2ccc3c(c2)N(C(=O)C(C)(C)C)CC3)cc1	-5.0
67	O=C(NCc1ccccc1)c1csc(Nc2ccccc2)n1	-8.0
68	COCc1c(C(=O)NN=Cc2ccncc2)nnn1-c1nonc1N	-1.7
69	O=C(Nc1ccc(S(=O)(=O)c2ccccc2)cc1)c1cccc(S(=O)(=O)N2CCCC2)c1	-17.0
70	O=C(c1cccs1)N(CCCn1ccnc1)c1nc2c(Cl)cccc2s1	77.0*
71	C=CCOC(=O)C1C(C)=Nc2nc(SCC(C)C)[nH]c(=O)c2C1c1sccc1C (stereo not given)	-1.0
72	O=S(=O)(/C=C/c1ccccc1)N1CCSC(c2ccccc2Cl)CC1 (stereo not given)	-10.0
73	O=C1Nc2ccccc2C1=NN1CCOCC1	-22.3
74	COc1ccccc1-c1cc(C(=O)NN=Cc2sccc2C)c2ccccc2n1	-9.8
75	CCOc1ccc(S(=O)(=O)Nc2ccc3c(c2)C(=O)N(C)CCO3)cc1F	0.0
76	O=C(CC1CCCCN1S(=O)(=O)c1cccs1)Nc1nccs1 (stereo not given)	-15.0&27.0
77	CC(O)(CNC(=O)c1cc(Br)cs1)c1cc2ccccc2o1 (stereo not given)	-20.0
78	Clc1ccc(-c2csc(NN=Cc3cccnc3)n2)c(Cl)c1	4.4
79	CCN(CC)c1ccc2cc3ccc(N)cc3[n+](-c3ccccc3)c2c1	116.8*
80	COc1ccc(Cl)cc1C(=O)Nc1cc(-c2cccs2)nn1-c1nc(C(C)C)cc(=O)[nH]1	-6.0
81	NC(=O)CSc1ccc(NC(=O)c2ccccc2)nn1	6.0
82	CCC(=O)Nc1nc(C(=O)NC)cs1	4.0
83	Cc1nc(C(=O)Nc2ccccc2Cc2nc(-c3ccco3)no2)cs1	-17.0
84	Cc1cc(N)n(-c2nc3c(cnn3-c3ccc(C)c(C)c3)c(=O)[nH]2)n1	-4.0
85	O=C(Nc1ccccc1)OC1CCCC(NC(=O)c2ccco2)C1 (stereo not given)	-14.0
86	Cc1cc(C)nc(SCC(=O)NN=C/C(Br)=C/c2ccccc2)n1	-0.9
87	COc1ccc(C)cc1NC(=O)C(=O)NCC[C@H](O)c1cccs1	-3.0
88	O=C(CCCSc1ccc(NC(=O)c2ccco2)nn1)NCc1ccncc1	6.0
89	NC(=O)NC(=O)C[n+]1cccc(C=NO)c1	-17.7
90	CCOC(=O)CCNC(=O)NCc1nnnn1-c1ccc(OC)cc1	0.0

Later entries.
no.	Molecule	SSB-PriA inh
91	Cc1ccc(C)c(-c2ccc(SCC(=O)Nc3cc(C)on3)nn2)c1	14.0
92	CC(=O)Nc1ccc(OC[C@@H](O)CN2CCN(c3ccc(F)cc3)CC2)cc1	-2.0
93	O=C(c1ccc(Cl)s1)N1CCC(CSCc2ccco2)CC1	-26.0
94	O=C(c1cc(Br)cs1)N(Cc1ccsc1)C1CC1	-13.0
95	O=C(CCc1ccc(C(F)(F)F)cc1)N(Cc1ccsc1)Cc1ccco1	-12.0
96	CCOc1ccccc1NC(=O)N1CCC[C@@H]1CS(=O)(=O)c1ccccc1	-16.0
97	C=CCN1C(=O)C(C)(C)COc2cc(NS(=O)(=O)c3ccccc3Cl)ccc21	-2.0
98	O=C(NCc1cccs1)N[C@H](c1cccnc1)C1CCOCC1	-29.0
99	COc1ccc([N+](=O)[O-])cc1NC(=O)c1cc2cc([N+](=O)[O-])ccc2s1	-5.0
100	CC(C)CN1C(=O)C(=O)C(=C(O)c2ccc(Cl)cc2)[C@H]1c1ccc(O)cc1	-7.0
101	COc1cncc(O[C@H]2CCN(S(=O)(=O)c3ccc4c(c3)OCCO4)C2)n1	-1.0
102	O=C(Cc1csc(SCc2ccc(Br)cc2)n1)N1CCN(c2ccccc2)CC1	4.0
103	CC(NC(=O)C(=O)NN=Cc1cccc([N+](=O)[O-])c1)c1ccccc1 (stereo not given)	-1.3
104	O=C(NCc1ccccn1)c1csc(Nc2ccc(OC(F)F)cc2)n1	1.0&3.0
105	CCOC(=O)COc1cccc2c1CCN(Cc1ccccc1)C2=O	-14.0&-9.0
106	CCOCC(=O)N1CCOC2(CCOCC2)C1	5.0
107	CN1C(=O)C(C)(C)COc2ccc(NC(=O)Cc3ccc(Cl)cc3)cc21	23.0
108	O=C(NC1CCCCC1)/C(=C\c1ccccc1)NC(=O)c1ccc(Cl)cc1Cl	-2.0
109	O=C(c1nc2ccccc2s1)N1CC(c2nc(-c3ccc[nH]c3=O)no2)C1	-11.0
110	COc1ccc(C2C(=C(O)c3ccc(Br)cc3)C(=O)C(=O)N2C)cc1 (stereo not given)	6.3
111	COC(=O)c1ccccc1C(=O)N1CCC(CSC2=NCCS2)CC1	8.0
112	O=C(c1ccc2c(c1)OCO2)N1CC(C(=O)N2CCC(Cc3ccccc3)CC2)C1	0.0
113	CC(C)(C)NC(=O)COc1coc(CN2CCN(c3ccccc3)CC2)cc1=O	-13.0
114	O=C(CC1CCCC1)NCC(O)c1ccoc1 (stereo not given)	5.0
115	O=C(NC1CCN(c2nccs2)C1)c1cc(-c2ccccc2)on1 (stereo not given)	10.0
116	Cc1cc(NC(=O)C2CCCN2S(=O)(=O)c2ccc(F)cc2)n(C)n1 (stereo not given)	-19.0&-6.0
117	COc1ccc(Cl)cc1S(=O)(=O)NCC(c1ccc2c(c1)CCN2C)N(C)C (stereo not given)	14.0
118	Cc1nc(NCc2ccco2)c2cc(-c3ccccc3)sc2n1	-4.0
119	O=C(c1cc(Cl)ccc1Cl)N(CCn1cccn1)c1nc2c(F)cccc2s1	1.0
120	O=C(Nc1ccc(-c2ccc3nnc(-c4ccccn4)n3n2)cc1)c1ccc2ccccc2n1	-11.0
121	Cc1nc(-c2ccccc2)sc1C(=O)Nc1c(C)nc2sc(C)c(C)n2c1=O	-14.0
122	Cc1nc2ncccc2c(=O)n1-c1cccc(NC(=O)C2CC2)c1	-12.0
123	COC(=O)c1ccc(S(=O)(=O)N[C@@H](C)Cc2ccco2)cc1	2.0
124	COc1ccc(S(=O)(=O)CC(=O)Nc2nnc(-c3ccco3)o2)cc1	-5.0
125	COc1cccc2cc(C(=O)NCC3(OC)CCSC3)oc12 (stereo not given)	0.0

A portion of the library (hit frequency here may not be typical).
